Assay outcomes: PubChem, Southern Research Specialized Biocontainment Screening Center
influenza NS1A: H1N1 influenza NS1A inhibitors, functional cell based assay (AID 504329); NS1A functional cell-based assay, percent inhibition; higher % means a stronger effect; inhibition, % at 12.5 µM; hits with a dose series show IC50 in µM; 340,000 compounds, 0.3% hits; in the data active means a potency from the dose series; inconclusive means inhibition above about 27% without an active follow-up result; further: strong numbers were not always called active
M. tuberculosis: growth inhibition of non-replicating M. tuberculosis (AID 488890) | inhibition, % at 25 µM, or IC50 in µM where a hit was titrated | Mycobacterium tuberculosis non-replicating, growth inhibition; higher % means a stronger effect | 320,000 compounds, 0.39% hits; in the data active means a potency from the dose series; inconclusive means inhibition mostly from about 82% at the one dose, without a potency; inactive means the rest, 99 in 100 with inhibition below about 76%;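 further: plate controls were DMSO cells for no effect and high antibiotic wells for full effect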
VEEV TC-83 Vero: inhibitors of VEEV TC-83 cytopathic effect, confirmation, Vero cells (AID 588727); one-dose inhibition, % at 20 µM; IC50 in µM for titrated hits; Vero cells, VEEV TC-83 cytopathic effect inhibition; higher % means a stronger effect; 350,000 compounds, 0.13% hits; in the data active means a potency from the dose series; inconclusive means inhibition mostly from about 14% at the one dose, without a potency; inactive means the rest, 99 in 100 with inhibition below about 12%; further: strong numbers were not always called active
H37Rv inhibition: M. tuberculosis growth inhibition, HTS (AID 449762) | M. tuberculosis H37Rv growth inhibition, 7H9 media; higher % means a stronger effect | inhibition, % at 25 µM; hits with a dose series show IC50 in µM | 330,000 compounds, 0.59% hits; in the data active means a potency from the dose series; inconclusive means inhibition above about 70% without an active follow-up result;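 further: bacterial growth assessed after seven days of incubation; strong numbers were not always called active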
PhoP GFP inhibition: PhoP regulon inhibitors, Salmonella typhi PhoP promoter GFP reporter, confirmatory (AID 1850) | Salmonella Typhi PhoP-promoter GFP reporter, fluorescence, 4 h; higher % means a stronger effect | one-dose inhibition, % at 50 µM; IC50 in µM for titrated hits | 310,000 compounds, 0.33% hits; in the data active means a potency from the dose series; inconclusive means inhibition mostly from about 25% at the one dose, without a potency; inactive means the rest, 99 in 100 with inhibition below about 19%;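 further: 0% = induced wells with vehicle and 100% = uninduced wells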
VEEV TC-83 Vero 10K pilot screen: second read-out of VEEV TC-83 Vero, no call of its own (marks repeat the call); inhibition, %; measured here: 10K pilot screen inhibition
* = called active by the depositor; i = inactive; ? = inconclusive; . = no result given.

SMILES | influenza NS1A | M. tuberculosis | VEEV TC-83 Vero | H37Rv inhibition | PhoP GFP inhibition | others
COc1cc([N+](=O)[O-])ccc1NC(=O)CCN1C(=O)C2C3CCC(C3)C2C1=O (stereo not drawn) | -8% | -1% | 0.5% | 2% | -27% | VEEV TC-83 Vero 10K pilot screen=0.9
COc1ccc(N2CCN(CCNC(=O)CCCn3c(=O)[nH]c4cc(Cl)ccc4c3=O)CC2)cc1 | 6% | 5% | 0.6% | 1% | -5%
O=c1oc(-c2ccccc2NS(=O)(=O)c2ccc(F)cc2)nc2ccccc12 | -6% | ? | 3.3% | 4% | -3%
CC1CC(C)CN(C(=O)COC(=O)c2ccc(N3CCCC3=O)cc2)C1 (stereo not drawn) | -7% | 2% | 2.2% | 3% | .
CC1CCCCN1C(=O)c1ccc(C(=O)N2CCCCC2C)cc1 (stereo not drawn) | -2% | -32% | 2.4% | -3% | 0%
CCOc1cccc2cc(C(=O)NCc3ccc(F)cc3)c(=N)oc12 | -2% | ? | 6.8% | 36% | -16%
CCCc1cc(C(=O)NCC(C)C)no1 | -45% | 72% | 0.6% | -3% | 5%
CC1CCCN(CCSc2ccc(Cl)cc2)C1 (stereo not drawn) | 3% | 5.2µM* | 2.0% | -7% | 0%
CCc1nnc(SCc2ccc([N+](=O)[O-])cc2)nc1CC | 4% | 10% | 0.4% | 2% | 16%
Cc1ccccc1C(C(=O)NC1CCCCC1)N(C(=O)CNC(=O)c1ccco1)c1cccnc1 (stereo not drawn) | -2% | 2% | 0.3% | -10% | -9%
COc1ccc(S(=O)(=O)N2CCCCCC2)cc1C(=O)Nc1cc(C)ccn1 | -1% | 19% | 7.6% | 8% | .
COc1cccc(NC(=O)c2cccc(C(=O)Nc3cccc(OC)c3)n2)c1 | -10% | -5% | 0.9% | 5% | -14%
COc1ccc(OC)c(S(=O)(=O)N2CCN(C34CC5CC(CC(C5)C3)C4)CC2)c1 | -8% | 7% | 2.5% | 3% | 4%
CN(CC1COCCO1)c1nc2nonc2nc1N1CCSCC1 (stereo not drawn) | 7% | 1% | 0.1% | -1% | 2%
CCOC(=O)c1c(C)[nH]c(/C(C)=N/O)c1C | 11% | ? | 1.7% | 4% | -4% | VEEV TC-83 Vero 10K pilot screen=1.7
COc1ccc(CSc2cccc3cccnc23)cc1[N+](=O)[O-] | 8% | 9% | 8.1% | -3% | 3%
O=[N+]([O-])c1ccc(Nc2nc(N/N=C\c3ccc4c(c3)OCO4)nc(N3CCCCC3)n2)cc1 | 7% | 61% | 8.1% | ? | 0%
COCCNC(=O)[C@@H]1CCCN1S(=O)(=O)c1cccc2cccnc12 | -23% | -16% | 1.1% | -3% | 2%
Cn1c(=O)[nH]c(=O)c2[nH]c(N(Cc3ccccc3)Cc3ccccc3)nc21 | 0% | 24% | 3.4% | 9% | 9%
O=C(Nc1cc([N+](=O)[O-])ccc1Cl)C(Sc1ccccc1)c1ccccc1 (stereo not drawn) | -9% | 0% | 6.0% | -2% | -4%

Some of these compounds in order of molecular weight, smallest number first.
SMILES | influenza NS1A | M. tuberculosis | VEEV TC-83 Vero | H37Rv inhibition | PhoP GFP inhibition | others
CN(CC1COCCO1)c1nc2nonc2nc1N1CCSCC1 (stereo not drawn) | 7% | 1% | 0.1% | -1% | 2%
COc1ccc(S(=O)(=O)N2CCCCCC2)cc1C(=O)Nc1cc(C)ccn1 | -1% | 19% | 7.6% | 8% | .
O=[N+]([O-])c1ccc(Nc2nc(N/N=C\c3ccc4c(c3)OCO4)nc(N3CCCCC3)n2)cc1 | 7% | 61% | 8.1% | ? | 0%

(more compounds)
SMILES | influenza NS1A | M. tuberculosis | VEEV TC-83 Vero | H37Rv inhibition | PhoP GFP inhibition | others
CCOC(=O)c1c(C)n(C)c2ccc(OC)c(NS(=O)(=O)CC)c12 | -6% | -2% | 2.6% | 4% | -8%
OC1CCCN(CC(O)COC(c2ccc(F)cc2)c2ccc(F)cc2)C1 (stereo not drawn) | -5% | . | i | -6% | -3%
NC(=O)C1CCN(CC(=O)Nc2ccc(S(=O)(=O)N3CCOCC3)cc2)CC1 | 3% | -7% | i | -1% | 6%
C=C(C)CN(CC)Cc1c(C(=O)N(C)CCCC)nc2ccccn12 | -1% | 6% | 0.3% | -9% | 4%
O=C(Nc1ccccc1N1CCN(C(=O)c2ccc(Cl)cc2)CC1)c1cccc([N+](=O)[O-])c1 | -1% | 40% | 5.0% | 6% | 2%
FC(F)(F)Oc1ccc(NC(=S)NCc2ccccc2)cc1 | -6% | ? | 3.6% | 5% | -2%
Cc1c(C)c2ccc(OC3CCCCC3=O)cc2oc1=O (stereo not drawn) | 5% | -3% | 2.7% | -5% | 3%
CS(=O)(=O)Nc1ccc(C(=O)NCCSCc2ccco2)cc1 | -10% | -2% | 1.3% | 2% | 7%
COc1ccc(CNC(=O)CCC(=O)n2ncc3cc(C)ccc32)cc1 | 1% | -5% | 1.1% | 0% | -3% | VEEV TC-83 Vero 10K pilot screen=1.7
C=CCOc1cccc(/C=N/NC(=O)C(OC)c2ccccc2)c1 (stereo not drawn) | -1% | 24% | i | 1% | 4%
Cc1cccc(N2C(=O)CC(N(C(=O)c3ccco3)c3cccc(C)c3)C2=O)c1 (stereo not drawn) | -11% | -2% | 4.9% | 4% | -6%
O=C1NCCCC2c3c(cc(Br)c(O)c3Br)OC12N1CCCCC1 (stereo not drawn) | 5% | 18% | 1.8% | -3% | 1%
COc1ccccc1N(Cc1ccccc1)S(=O)(=O)c1cccc(C(=O)Nc2cc(C)ccn2)c1 | 6% | 28% | 10% | -2% | -6%
C[C@H](NC(=O)[C@H](Cc1ccccc1)n1c(=O)[nH]c2ccccc2c1=O)C(=O)N1CCC[C@H]1C(=O)O | -4% | -2% | 0.1% | 0% | 12%
CC1(C)CC(NC(=O)C(F)(F)F)CC(C)(C)N1OC(=O)c1ccco1 | -11% | 12% | 0.5% | -6% | -7%
CCOc1ccccc1N1CC(C(=O)Nc2ccc(C(=O)O)cc2)CC1=O (stereo not drawn) | 2% | -3% | 0.6% | 2% | -5%
CCCCC(=O)Nc1nnc(CCc2ccccc2)s1 | 2% | 62% | 0.9% | 7% | 0%
COC(COC(N)=O)C1=C(N2CC2)C(=O)C(C)=C(N2CC2)C1=O (stereo not drawn) | -15% | . | >25µM* | . | .
Cc1ccccc1-n1c(=O)n(Cc2ccccc2)c(=O)c2[nH]cnc21 | -6% | 13% | i | -8% | 0%
CCn1c(CSc2ncn[nH]2)nc2cc(C(=O)O)ccc21 | -7% | -8% | 1.6% | 0% | 10%

19 structures already listed, arranged by SMILES length, rising.
SMILES | influenza NS1A | M. tuberculosis | VEEV TC-83 Vero | H37Rv inhibition | PhoP GFP inhibition | others
CCCCC(=O)Nc1nnc(CCc2ccccc2)s1 | 2% | 62% | 0.9% | 7% | 0%
Cc1c(C)c2ccc(OC3CCCCC3=O)cc2oc1=O (stereo not drawn) | 5% | -3% | 2.7% | -5% | 3%
FC(F)(F)Oc1ccc(NC(=S)NCc2ccccc2)cc1 | -6% | ? | 3.6% | 5% | -2%
CCn1c(CSc2ncn[nH]2)nc2cc(C(=O)O)ccc21 | -7% | -8% | 1.6% | 0% | 10%
CS(=O)(=O)Nc1ccc(C(=O)NCCSCc2ccco2)cc1 | -10% | -2% | 1.3% | 2% | 7%
C=CCOc1cccc(/C=N/NC(=O)C(OC)c2ccccc2)c1 (stereo not drawn) | -1% | 24% | i | 1% | 4%
C=C(C)CN(CC)Cc1c(C(=O)N(C)CCCC)nc2ccccn12 | -1% | 6% | 0.3% | -9% | 4%
COc1ccc(CNC(=O)CCC(=O)n2ncc3cc(C)ccc32)cc1 | 1% | -5% | 1.1% | 0% | -3% | VEEV TC-83 Vero 10K pilot screen=1.7
OC1CCCN(CC(O)COC(c2ccc(F)cc2)c2ccc(F)cc2)C1 (stereo not drawn) | -5% | . | i | -6% | -3%
CCOc1ccccc1N1CC(C(=O)Nc2ccc(C(=O)O)cc2)CC1=O (stereo not drawn) | 2% | -3% | 0.6% | 2% | -5%
COCCNC(=O)[C@@H]1CCCN1S(=O)(=O)c1cccc2cccnc12 | -23% | -16% | 1.1% | -3% | 2%
COC(COC(N)=O)C1=C(N2CC2)C(=O)C(C)=C(N2CC2)C1=O (stereo not drawn) | -15% | . | >25µM* | . | .
CC1(C)CC(NC(=O)C(F)(F)F)CC(C)(C)N1OC(=O)c1ccco1 | -11% | 12% | 0.5% | -6% | -7%
O=C(Nc1cc([N+](=O)[O-])ccc1Cl)C(Sc1ccccc1)c1ccccc1 (stereo not drawn) | -9% | 0% | 6.0% | -2% | -4%
Cn1c(=O)[nH]c(=O)c2[nH]c(N(Cc3ccccc3)Cc3ccccc3)nc21 | 0% | 24% | 3.4% | 9% | 9%
Cc1cccc(N2C(=O)CC(N(C(=O)c3ccco3)c3cccc(C)c3)C2=O)c1 (stereo not drawn) | -11% | -2% | 4.9% | 4% | -6%
COc1ccccc1N(Cc1ccccc1)S(=O)(=O)c1cccc(C(=O)Nc2cc(C)ccn2)c1 | 6% | 28% | 10% | -2% | -6%
O=C(Nc1ccccc1N1CCN(C(=O)c2ccc(Cl)cc2)CC1)c1cccc([N+](=O)[O-])c1 | -1% | 40% | 5.0% | 6% | 2%
C[C@H](NC(=O)[C@H](Cc1ccccc1)n1c(=O)[nH]c2ccccc2c1=O)C(=O)N1CCC[C@H]1C(=O)O | -4% | -2% | 0.1% | 0% | 12%

Following part
SMILES | influenza NS1A | M. tuberculosis | VEEV TC-83 Vero | H37Rv inhibition | PhoP GFP inhibition | others
O=C(Nc1cccc(O)c1)c1cc(-c2ccco2)on1 | 1% | 40% | 1.2% | -8% | 8%
O=C(CSc1nnc(Cc2ccsc2)o1)c1ccccc1 | . | -8% | 6.9% | 36% | -4%
O=S(=O)(N1CCCCC1)n1c(Cc2ccccc2)nc2ccccc21 | -10% | 9% | i | 4% | 0%
COc1ccc(NC(C)=O)cc1NC(C)C(=O)Nc1cccc2ccccc12 (stereo not drawn) | -6% | -4% | 1.0% | 0% | 12%
Cn1c(=O)c2[nH]cnc2n(-c2ccccc2)c1=O | 7% | -3% | 0.3% | -5% | 10%
Cc1ccc(NS(=O)(=O)c2c(C(=O)N3CCCCCC3)c(C)n(C)c2C)cc1C | 5% | 18% | i | 4% | 9%
Cc1ccc(NC(=S)N(CCCN2CCOCC2)Cc2cccs2)c(C)c1 | 26% | 24% | 0.2% | 6% | -4%
Cc1ccc(C(=O)O)cc1S(=O)(=O)N1CCCC1 | -6% | -11% | i | -10% | 13%
O=C(Cc1ccccc1)N1CCC(C(=O)N2CCN(c3ccc(F)cc3)CC2)CC1 | -10% | 37% | i | -1% | -7%
COc1ccc(Cc2nc3ccc(C(=O)NCC4COCCO4)cc3o2)cc1 (stereo not drawn) | -14% | -8% | 3.9% | -14% | -10%
COC(=O)c1sc(N)c(C(=O)OC)c1CSc1nnnn1C | -3% | 27% | 4.3% | -10% | -19%
CC1(C(O)(C#CCN2CCCCC2)c2ccccc2)CCCC1 (stereo not drawn) | -3% | 3% | 1.8% | 3% | 20%
Cc1cc(=O)oc2cc(NC(=O)CCC(=O)O)ccc12 | 5% | -9% | 2.3% | 1% | 1%
COc1ccc(-n2nnnc2SCC(=O)Nc2ccc3c(c2)OCCO3)c(OC)c1 | -3% | 6% | 0.7% | 1% | 6%
Cc1cccc(OCCn2nc(C(=O)O)c3ccccc3c2=O)c1 | -9% | -1% | 1.6% | 4% | 11%
O=C(COC(=O)c1cccs1)Nc1nnc(-c2ccccc2)o1 | -3% | 16% | 0.3% | ? | -1%
CCOc1ccccc1C(=O)NCC(=O)Nc1ncccc1C | -17% | -14% | 5.5% | -2% | 8%
NC(N)=NS(=O)(=O)c1ccc(NC(=S)NC(=O)/C=C/c2ccccc2)cc1 | -3% | 5% | 1.0% | -10% | -8%
CCN1CCN(C(CNS(=O)(=O)c2ccc(C)cc2)c2ccccc2)CC1 (stereo not drawn) | 5% | . | i | . | .
Cc1ccc(C(=O)Oc2cccnc2)cc1[N+](=O)[O-] | 12% | 44% | i | 58% | -5%
Oc1ccc2ccc3[nH]cnc3c2c1 | -1% | 2% | 0.7% | -1% | 1%
C=CCn1c(O)c(N=NC(=O)CNC(=O)c2ccncc2)c2ccccc21 | 0% | 9% | 1.9% | 0% | -9%
C=CCNCCCCOc1c(Cl)cc(C)cc1Br | -9% | 34% | i | -9% | 5%
